Assay outcomes: PubChem BioAssay, Fisher Drug Discovery Resource Center
mcGAS RapidFire = inhibitors of Mus musculus cyclic GMP-AMP synthase, initial high-throughput assay, cell-free, RapidFire MS. 130,000 tested, 0.18% active. recombinant mouse cGAS, cGAMP by RapidFire MS. inhibition, % at 12.5 µM. Q8C6L5. AID 1259397, 2018;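 active means inhibition of cGAS enzyme activity at or above 60%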;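 further: enzyme stimulated by 45 bp dsDNA with ATP and GTP substrates; cGAMP share of summed cGAMP plus half ATP and half GTP signals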
Target sequence (Q8C6L5 whole entry, looked up): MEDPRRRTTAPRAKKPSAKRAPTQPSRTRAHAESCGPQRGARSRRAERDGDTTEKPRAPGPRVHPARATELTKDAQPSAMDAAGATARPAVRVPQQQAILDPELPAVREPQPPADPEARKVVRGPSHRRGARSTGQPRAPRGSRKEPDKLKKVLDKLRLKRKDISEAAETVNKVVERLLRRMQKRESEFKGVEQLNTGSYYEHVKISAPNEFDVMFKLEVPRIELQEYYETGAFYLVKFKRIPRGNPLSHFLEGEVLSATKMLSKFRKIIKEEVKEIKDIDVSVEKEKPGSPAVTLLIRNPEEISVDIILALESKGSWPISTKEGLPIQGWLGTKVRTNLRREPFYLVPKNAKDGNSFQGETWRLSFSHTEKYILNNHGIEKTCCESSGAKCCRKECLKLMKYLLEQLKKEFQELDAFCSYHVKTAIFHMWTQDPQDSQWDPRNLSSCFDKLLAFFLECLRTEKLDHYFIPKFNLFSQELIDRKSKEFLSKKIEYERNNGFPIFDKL
Starred values were filed as active, the others as inactive; & = joins results of further samples. These rows are one share of the data. The share of hits here may be higher or lower than overall.

no.	molecule	mcGAS RapidFire
1	CC(C)Cn1nc(C(=O)NC2CCCC2)c2c1CCN(C(=O)[C@@H]1C[C@@H](C)NC(=S)N1)C2	-5
2	c1ccc(-c2ccc(CN3CCCn4cncc4C3)cc2)nc1	-22
3	Cc1cccc(C)c1-n1c(C)cc(/C=N\NC(=O)CN2CCOCC2)c1C	-3
4	Nc1sc2c(c1C(=O)c1ccccc1)CCC2	-1
5	Cc1cccc(NC(=O)c2ccc(S(=O)(=O)Nc3cccc(C(F)(F)F)c3)o2)n1	-3
6	N[C@@H]1c2ccccc2C2(CCN(c3ncnc4[nH]ccc34)CC2)[C@H]1O	-23
7	Cc1cccc(Nc2ccc(NCCNC(=O)c3ccccc3C)nn2)n1	-9
8	Clc1cc(CNCCNc2ccccc2)cc2c1OCCCO2	-7
9	COc1cccc(CN2CCCC3(CCN(C(=O)c4ccoc4)C3)C2=O)c1OC (centres undefined)	-8
10	Fc1ccc(C=Nn2c(-c3ccc(Cl)cc3)csc2=NCC2CCCO2)cc1 (centres undefined)	-9
11	COc1cccc(C2CC2C(=O)Nc2cnc(C3CC3)nc2)c1 (centres undefined)	-9
12	CC1C(c2ccccc2)OC(C(O)c2ccccc2)C(=O)N1C (centres undefined)	-8
13	CCN(CC)Cc1cc(C(=O)O)oc1C(C)(C)C	-7
14	CCN(CC)c1ncccc1CNc1nc(C(F)(F)F)nc(C)c1C	-22
15	CCCN(CCN)C(=O)OC(C)(C)C	-11
16	O=C(CN1C(=O)NC2(CCCCCC2)C1=O)c1cccs1	-1
17	COc1ccccc1OC(C)c1nc(Cc2cccc(C(F)(F)F)c2)no1 (centres undefined)	-6
18	O=C(c1ccccc1OCc1ccccc1Cl)N1CC(O)C1	-16
19	CCn1nc(C)c(C(=O)NCc2nc(-c3cccc(C)c3)no2)c1C	-5
20	Cc1ccc(F)c2c1N(C(=O)c1cnn(C)c1C(F)F)CCC2	-11

Quoted from the listing:
mcGAS RapidFire result of c1ccc(-c2ccc(CN3CCCn4cncc4C3)cc2)nc1 : -22
mcGAS RapidFire result of Cc1cccc(C)c1-n1c(C)cc(/C=N\NC(=O)CN2CCOCC2)c1C : -3
mcGAS RapidFire result of COc1ccccc1OC(C)c1nc(Cc2cccc(C(F)(F)F)c2)no1 (centres undefined) : -6
mcGAS RapidFire result of O=C(c1ccccc1OCc1ccccc1Cl)N1CC(O)C1 : -16
mcGAS RapidFire result of O=C(CN1C(=O)NC2(CCCCCC2)C1=O)c1cccs1 : -1
mcGAS RapidFire result of CCN(CC)Cc1cc(C(=O)O)oc1C(C)(C)C : -7

Three entries already listed, ordered by number of heavy atoms, ascending:
no.	molecule	mcGAS RapidFire
2	c1ccc(-c2ccc(CN3CCCn4cncc4C3)cc2)nc1	-22
17	COc1ccccc1OC(C)c1nc(Cc2cccc(C(F)(F)F)c2)no1 (centres undefined)	-6
9	COc1cccc(CN2CCCC3(CCN(C(=O)c4ccoc4)C3)C2=O)c1OC (centres undefined)	-8

(more compounds)
no.	molecule	mcGAS RapidFire
21	CCOC(=O)c1c(NC(=O)Cc2ccc(OC)cc2)sc(C(=O)Nc2cccc(OC)c2)c1C	-10
22	Cn1ncnc1CNc1ccc(Cl)cc1C(=O)N1CCCC1	-8
23	CN(C)C(=O)CNc1cc2c(cc1Br)OCCO2	-13
24	CN(C(=O)CCn1nnnc1CN1CCOCC1)C1CC(C)(C)NC(C)(C)C1	-5
25	CC(c1ccccc1)n1c(CCn2ncc3ccccc3c2=O)n[nH]c1=S (centres undefined)	-3
26	CN1C(=O)C(Cc2ccccc2)NC12CCN(C(=S)NC1CC1)CC2 (centres undefined)	-6
27	CCOC(=O)CC(=O)N1CCSC1COc1ccccc1OC (centres undefined)	-6
28	O=C(C1CCN(C2CCN(Cc3ccccc3-c3ccco3)CC2)CC1)N1CCCC1	-5&-3
29	Nc1cc([N+](=O)[O-])ccc1Nc1ccccc1	-11
30	Cn1c(C(=O)N2CCCC3(CC2)CNC(=O)O3)ccc1-c1ccccc1 (centres undefined)	-21
31	O=C(c1cc(=O)c(OCc2ccc(F)cc2)c[nH]1)N1CCN(c2ccc(F)cc2)CC1	-4
32	CCOC(=O)c1nn(-c2ccccc2C)c(=O)cc1OCc1ccccc1C	-7
33	CC(C)C(=O)Nc1cccc(-c2cccc3c2CCNC3)c1	-27
34	Cc1cc(C(=O)NC2(CN3CCOCC3)CCCC2)n[nH]1	-6
35	O=C(c1ccco1)N(CCN1CCOCC1)c1nc2c(Cl)cccc2s1	-5
36	COc1ccc(OC)c(-n2cnnc2C(C)n2cccn2)c1 (centres undefined)	-27
37	CCOC(=O)c1[nH]ncc1CN1CCCC(N(C)CCc2ccc(OC)c(OC)c2)C1 (centres undefined)	-6
38	CCn1cccc(-c2nnc(SCC(=O)Nc3nccs3)n2C)c1=O	-6
39	COc1cccc(CS(=O)(=O)NCCc2ccc(N(C)C)cc2)c1	8
40	Cc1nc(N2CCOCC2)ccc1NC(=O)c1ccc(OCC(N)=O)cc1	-4
41	CC1CN(c2ncnc3sccc23)C(c2ccccc2)CO1 (centres undefined)	-1
42	CN(CC(=O)Nc1ccnn1C1CCCCC1)S(=O)(=O)c1cccs1	-4
43	CCOC(=O)NC(=S)c1ccc[nH]1	-7
44	COCCNc1nnc(SC(C)C(=O)Nc2cccc([N+](=O)[O-])c2)s1 (centres undefined)	-1
45	CCc1ccc(S(=O)(=O)N(CC(=O)NC2CC2)C2CC2)cc1	-6
46	OC(COc1ccc(Br)cc1)CN1CCN(CC(O)COc2ccc(Br)cc2)CC1 (centres undefined)	-6
47	COC(=O)c1ccc(CSC2=NN3CCS(=O)(=O)N=C3S2)cc1	-4
48	O=c1c2cnc3nc(C(F)(F)F)nn3c2ccn1CCCN1CCOCC1	-3
49	CCCOC1CCCN(C(=O)c2ccc(OC3CCN(Cc4ccccn4)CC3)cc2)C1 (centres undefined)	-10
50	COC(=O)c1ccc(Cn2c(C)c(C(=O)NCCC#N)sc2=O)o1	-13
51	Cc1ccccc1OC1CN(C(=O)c2ccc3[nH]c(=O)[nH]c3c2)C1	-11
52	Oc1oc(-c2ccc(Br)cc2)nc1C=Nc1ccccc1Cl	7
53	CCOC(=O)c1c[nH]c2ccc(F)cc2c1=O	-5
54	N#Cc1c(-c2ccccc2Cl)c(C#N)c2nc3ccccc3n2c1N	3
55	Cc1cc2n(n1)CC(CNCc1c(C)noc1C)CN2 (centres undefined)	-9
56	C1CCc2sc(NC3CCCC3)nc2C1	-4
57	O=C(COc1ccccc1)NCCCn1nc(-c2ccccc2)ccc1=O	7
58	c1ccc(-c2nc3c(c(NC4CCCNC4)n2)CCC3)cc1 (centres undefined)	-15
59	CCCc1cc(C(=O)N2CCC(C(=O)O)CC2)n[nH]1	-15
60	CC(C)c1noc(CN(C)C2CCN(C(=O)c3cccs3)CC2)n1	-23
61	Cc1sc2nc(SCC(=O)NC(C)C(C)C)n(C3CCCC3)c(=O)c2c1C (centres undefined)	-4
62	CCn1c(=NC(=O)c2ccc3ncsc3c2)sc2cccc(OC)c21	-7
63	NC(=O)CN1CCC=C(CNC(=O)COc2ccccc2)C1	-32
64	O=C(COC(=O)C1CCN(C=CC(=O)C(F)(F)F)CC1)NC12CC3CC(CC(C3)C1)C2	-7
65	CC(=O)C1=C(O)C=C(c2ccco2)CC1c1ccco1 (centres undefined)	0
66	COc1cc(C(O)c2nc(-c3ccoc3)cs2)ccc1F (centres undefined)	5
67	CC(C)(O)C#Cc1ccc(-c2nccn2CCc2cnc[nH]2)s1	-29
68	CC(=O)Nc1ccc(CN2CCC(CO)(CCOc3ccccc3)CC2)cc1	-2
69	O=C(CCC1CCCCC1)NC1=NCCS1	-21
70	CC(=O)Nc1ccc(-c2ccc(S(=O)(=O)N3CCN(CC(F)(F)F)CC3)cc2)cc1	2
71	CC(C)OC(=O)CCC/C=C\C[C@@H]1[C@@H](/C=C/C(O)COc2cccc(C(F)(F)F)c2)[C@H](O)C[C@@H]1O (some centres undefined)	-4
72	COC(=O)[C@@H](NC(=O)c1ocnc1C)C(C)(C)C	-18
73	O=C(Nc1ccc(F)cc1F)c1ccc(N2CCOC2=O)cc1	-4
74	O=C(O)c1cc(I)cc(I)c1O	44
75	Cc1cccc(C(=O)Nc2c3c(nn2-c2ccccc2)CS(=O)(=O)C3)c1	-6
76	CN1C(=O)c2ccccc2NC12CCN(C(=O)c1ccoc1)CC2	-7
77	CCOc1ccc(C=C2SC(=O)NC2=O)cc1	-5
78	FC(F)(F)COCCCOc1nnc2ccccn12	-2
79	C=Cc1cccc(CN2CCN(c3cncc(C(=O)N(C)C)n3)CC2)c1	40
80	NC(=O)C1CC2CCCCC2N1c1ccc(S(=O)(=O)C(F)(F)F)cc1 (centres undefined)	5

Brought forward from above: 2 compounds; new compounds follow.
no.	molecule	mcGAS RapidFire
79	C=Cc1cccc(CN2CCN(c3cncc(C(=O)N(C)C)n3)CC2)c1	40
80	NC(=O)C1CC2CCCCC2N1c1ccc(S(=O)(=O)C(F)(F)F)cc1 (centres undefined)	5
81	CCc1ccc(CCC(=O)NCC(=O)Nc2ccc(F)c(F)c2F)cc1	-6
82	N#Cc1ncn(CC(=O)c2c[nH]c3ccccc23)n1	0
83	CN(C)C=Nc1nc(-c2ccccc2)c(-c2ccccc2)s1	-13
84	Cc1nn(C)c(C)c1NC(=O)C(C)Sc1nnc(C2CC2)n1C1CC1 (centres undefined)	-8
85	CC(C)c1cc(NCCN(C)C)n2ncc(-c3ccccc3)c2n1	-4
86	Cc1c(C(=O)NCc2ccc(C#N)cc2)sc(=O)n1Cc1ccc(C(=O)N(C)C)cc1	-1
87	FC(F)(F)CCc1ccnc(NCc2ccc3c(c2)OCO3)n1	-2
88	CC(C)c1ccccc1OCC(O)Cn1nc(C(N)=O)c2ccccc2c1=O (centres undefined)	0
89	Cc1noc(C(C)C)c1C(=O)NCC1(c2ccc3c(c2)OCO3)CCCCC1	-6
90	O=C(CSc1ncc(-c2ccc(Cl)cc2)o1)NCC1CCCO1 (centres undefined)	-1
91	CC(c1ccc(F)c(F)c1)N(C)C(=O)Cn1cnnc1S(C)=O (centres undefined)	-11
92	Cc1cc(C(F)(F)F)nc(CNC(=O)CCc2c(C)nn(C)c2C)n1	-30
93	NC(=O)CCSc1n[nH]c(-c2ccc3c(c2)CCC3)n1	-14
94	CCOC(=O)c1c(NC(=O)Cn2nc(C(F)(F)F)c(Br)c2C)sc(C)c1C	-6
95	CSc1ccc(Cl)c(C(=O)N(C)Cc2nc3ccccc3[nH]2)c1	-26
96	CCC(CC)c1nnc(NC(=O)c2c(C)nn(C)c2C)s1	-12
97	CCCn1nnc2sc(-c3ccccc3)cc2c1=O	-12
98	COC(=O)c1c2c(nc3c1c(-c1ccccc1)nn3C1CCS(=O)(=O)C1)CCC2 (centres undefined)	-11
99	Nc1ccccc1-c1c(S)[nH]c2ccsc2c1=O	-6
100	COc1ccc2c(c1)OCC(C(=O)NS(=O)(=O)c1cccs1)C2 (centres undefined)	4
101	Cn1c(=O)n(C)c2cc(CNC(=O)CC3COCCN3)ccc21 (centres undefined)	-15
102	CCNC(=O)C1CCN(c2cc(C)nc(-c3cccnc3)n2)C1 (centres undefined)	-15
103	CCCCn1c(CN(C)CC2COCCO2)cnc1S(=O)(=O)C1CCCCC1 (centres undefined)	-6
104	COc1cccc(C2=C(C(C)=O)Sc3nncn3N2C(C)=O)c1	0
105	O=c1[nH]nc(Cc2ccncc2)n1CCc1ccccc1F	-10
106	O=C(c1coc(CN2CCN(c3ncccn3)CC2)n1)N1CCC(c2ccc(F)cc2)C1 (centres undefined)	-9
107	COCc1c(C(=O)N2CCN(CC(=O)Nc3ccc(F)cc3)CC2)sc2cccc(F)c12	-11
108	Cc1nc2sccc2c(=O)n1NC(=O)c1ccccc1Cl	-12
109	Cc1cc(C)cc(CN2CCCN(c3cccc(NC(=O)CC(C)(C)C)c3)C2=O)c1	-3
110	O=C(NC1CCCCC1)c1cccc(-n2cnnn2)c1	-4
111	Cc1noc(C)c1CC(=O)N1CCCC(CCc2ccc(F)cc2)C1 (centres undefined)	12
112	COCCn1c(-c2ccncc2)n[nH]c1=S	-1
113	O=C(CCc1ccccc1)n1nc(-c2cccnc2)nc1NCc1ccccc1	-9
114	CC(=O)Oc1ccccc1C(=O)Nc1ncc([N+](=O)[O-])s1	21&29
115	O=C(c1ccc(N2CCC(NCc3ccc4c(c3)OCO4)CC2)cc1)N1CCOCC1	-11
116	CS(=O)(=O)c1ccc(-c2csc(N3CCCC3)n2)cc1	0
117	C=CCCC(CN1CCCN(C)CC1)Oc1ccc(Cl)cn1 (centres undefined)	-9
118	COc1ccc(C(C2Sc3nc(C)nn3C2=O)N2CCN(Cc3ccccc3)CC2)cc1 (centres undefined)	-8
119	COc1cc(OC)cc(-c2n[nH]c(=S)n2-c2cccc(C)c2)c1	-3
120	CCN(c1ccccc1)S(=O)(=O)c1ccc(OC)c(NC(=O)C2=COCCO2)c1	-4
121	CN(C)c1ccc(CC(=O)N2CCC3(CCc4ccccc43)CC2)cc1	-2
122	COC(=O)C1=C(C)N(C)C(=O)NC1c1cccc(Br)c1 (centres undefined)	-6
123	CN(Cc1cccs1)C(=O)CCc1ccccc1Cl	-1
124	Cc1nc(S(=O)(=O)N2CCOCC2)c(C#N)c(C)c1Cl	-25
125	COCCn1c(C)cc(O)c(C(c2cccnc2)N2CCN(c3ccccc3F)CC2)c1=O (centres undefined)	-9
126	CC(=O)c1ccc(-c2ccc3c4c(ccc3c2)OC(CNC(=O)CCn2ccc(C)n2)C4)s1 (centres undefined)	-10
127	COc1ccc2[nH]c(C(=O)N3CCCC(C(=O)c4cccc(OC(C)C)c4)C3)c(C)c2c1 (centres undefined)	-5&6
128	O=C(COC(=O)C1CCCN(C(=O)N2CCCC2)C1)Nc1cccc2nsnc12 (centres undefined)	-6
129	O=C(CC1CSc2nc3c(c(=O)n21)CCCC3)N1CCN(c2ccccc2)CC1 (centres undefined)	-3
130	CC(C)COC(=O)N1CCCN(C(=O)C2(c3ccccc3)CCC2)CC1	6
131	O=C(c1cccc(C(F)(F)F)c1)C1CCCN(C(=O)/C=C/c2ccccn2)C1 (centres undefined)	1
132	C#CCn1c(=NC(=O)c2cccc(S(C)(=O)=O)c2)sc2cc(S(C)(=O)=O)ccc21	-12
133	NCCN1C(=O)S/C(=C/c2cccc(Cl)c2Cl)C1=O	39
